# Pol beta inh – qHTS Assay for Inhibitors of DNA Polymerase Beta | P06746 | Pol beta primer extension/strand displacement, fluorescence kinetic | Potency, µM (doses to about 114 µM), without a hit: top-dose activity change, negative = inhibition, most hits filed as inhibitors | actives 1.3% (n = 340,000); note: % is set by controls: 0 for no effect and ±100 for the full control effect
#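 Reaction started by 50 nM substrate onto compound-treated Pol beta (10 nM, 15 min preincubation, room temperature); plates read at 0 min and 10 min. Normalized concentration-effect data fitted by four-parameter Hill equation.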
# BAZ2B inh – qHTS Assay for Inhibitors of BAZ2B | AlphaScreen BAZ2B-H3K14Ac peptide displacement | Potency, µM (doses to about 114 µM), for the others: at the top dose activity change, negative = inhibition, actives largely listed as inhibitors | actives 4.4% (n = 360,000); note: % is set by controls: 0 for no effect and ±100 for the full control effect; nearly all actives have a fitted effect of over 60% in size
#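 Compounds, titrated to a top concentration of 110 uM, were incubated 30 min at room temperature with preformed BAZ2B/acetyl-K14 H3 peptide complex (50 nM each). Proximity signal was measured by AlphaScreen after 20 min with beads.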
# POLH inh – qHTS for Inhibitors of Polymerase Eta; DNA polymerase eta (Homo sapiens), Q9Y253; recombinant Pol eta, fluorescent DNA replication assay; Potency, µM (highest dose often 114 µM), for inactives: at the top dose activity change, negative = inhibition, actives largely listed as inhibitors; actives 1.2% (n = 390,000); note: % is set by controls: 0 for no effect and ±100 for the full control effect
# Target sequence (Q9Y253 whole entry, looked up): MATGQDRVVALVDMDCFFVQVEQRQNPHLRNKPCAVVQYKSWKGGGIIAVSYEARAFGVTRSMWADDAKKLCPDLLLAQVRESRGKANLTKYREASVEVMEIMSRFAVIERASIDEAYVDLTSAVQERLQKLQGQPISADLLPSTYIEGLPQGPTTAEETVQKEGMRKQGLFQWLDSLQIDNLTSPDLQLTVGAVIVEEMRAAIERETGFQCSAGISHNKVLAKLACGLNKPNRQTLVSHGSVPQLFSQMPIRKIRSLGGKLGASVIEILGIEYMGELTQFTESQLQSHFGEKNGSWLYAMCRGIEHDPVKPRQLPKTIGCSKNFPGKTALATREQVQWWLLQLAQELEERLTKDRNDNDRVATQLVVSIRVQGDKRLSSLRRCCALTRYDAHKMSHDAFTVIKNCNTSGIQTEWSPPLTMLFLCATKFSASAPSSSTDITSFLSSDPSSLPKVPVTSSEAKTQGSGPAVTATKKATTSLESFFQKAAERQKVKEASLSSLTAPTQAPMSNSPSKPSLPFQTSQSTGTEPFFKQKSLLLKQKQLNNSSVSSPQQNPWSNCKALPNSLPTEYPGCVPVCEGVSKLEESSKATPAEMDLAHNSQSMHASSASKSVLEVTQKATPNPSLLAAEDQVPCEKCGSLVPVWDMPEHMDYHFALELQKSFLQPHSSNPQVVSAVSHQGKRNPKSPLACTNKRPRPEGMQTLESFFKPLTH
#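 Pol eta at 10 nM preincubated with compounds 15 min at room temperature; reaction started with fluorescent substrate (50 nM final) and read kinetically at 0 and 10 min.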
# APE1 inh – qHTS Assay for Inhibitors of the Human Apurinic/apyrimidinic Endonuclease 1 (APE1) | DNA repair nuclease/redox regulator APEX1 (Homo sapiens), P27695 | recombinant APE1, TAMRA/BHQ-2 abasic DNA cleavage fluorescence | Potency, µM (series often up to 65.8 µM), for inactives: top-dose activity change, negative = inhibition, actives largely listed as inhibitors | actives 0.35% (n = 350,000);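 note: plate controls were vehicle for no effect and reference inhibitor for full effect; nearly all actives have a fitted effect of over 55% in size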
#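 APE1 at 0.75 nM final was preincubated with compound 15 min at room temperature, then 50 nM double-stranded THF abasic-site substrate (5'-TAMRA/3'-BHQ-2) was added. Fluorescence (ex 525/em 598 nm) was read kinetically; third-minus-first read gave activity.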
# JMJD2A Tudor – qHTS Assay for Inhibitors of JMJD2A-Tudor Domain; Lysine-specific demethylase 4A (Homo sapiens), O75164; AlphaScreen JMJD2A-Tudor / H3K4me3 peptide binding; Potency, µM (titrated, usually from 114 µM), inactives show at the top dose activity change, negative = inhibition, most hits filed as inhibitors; actives 4.4% (n = 390,000); note: % is set by controls: 0 for no effect and ±100 for the full control effect; nearly all actives have a fitted effect of over 50% in size
# POLI inh – qHTS for Inhibitors of Polymerase Iota. DNA polymerase iota (Homo sapiens), Q9UNA4. Pol iota fluorescent replication assay, 10 min. Potency, µM (highest dose often 115 µM), inactives show at the top dose activity, negative = inhibition, most hits filed as inhibitors. actives 1% (n = 390,000)
#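 Pol iota at 10 nM preincubated 15 min with compounds at room temperature; reaction started with fluorescent substrate, 50 nM final. Fluorescence read kinetically at 0 and 10 min; buffer-only wells as negative control.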
# G9a block – qHTS Assay for Inhibitors of Histone Lysine Methyltransferase G9a; Histone-lysine N-methyltransferase EHMT2 (Homo sapiens), Q96KQ7; G9a H3K9 monomethylation, AlphaScreen, 2 h; Potency, µM (highest dose often 102 µM), inactives show at the highest dose activity, negative = inhibition, usual class: inhibitors; actives 8.8% (n = 350,000); AID 504332, 2011; note: % is set by controls: 0 for no effect and ±100 for the full control effect; nearly all actives have a fitted effect of over 75% in size
# Target sequence (Q96KQ7 913-1193 limits assumed): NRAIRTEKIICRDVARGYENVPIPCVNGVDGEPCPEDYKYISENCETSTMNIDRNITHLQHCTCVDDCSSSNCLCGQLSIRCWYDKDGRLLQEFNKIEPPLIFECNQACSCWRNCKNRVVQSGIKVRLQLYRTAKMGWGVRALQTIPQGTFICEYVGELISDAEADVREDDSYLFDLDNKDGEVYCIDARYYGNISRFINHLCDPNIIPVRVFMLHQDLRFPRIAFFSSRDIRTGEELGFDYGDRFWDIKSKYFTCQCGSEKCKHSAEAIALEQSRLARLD
#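 AlphaScreen read-out: biotin-H3K9 peptide (500 nM) methylation by 20 nM enzyme with 20 uM SAM, 2 h at room temperature after 15 min compound preincubation; anti-monomethyl H3K9 antibody plus donor/acceptor beads, 10 min dark.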
# BLM inh – qHTS Assay for Inhibitors of Bloom's syndrome helicase (BLM) | Potency, µM (series often up to 56.1 µM), for the others: top-dose activity change, negative = inhibition, most hits filed as inhibitors | AID 2528, 2010 | recombinant BLM DNA unwinding, fluorescence dequenching | RecQ-like DNA helicase BLM (Homo sapiens), P54132 | actives 0.2% (n = 350,000);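 note: plate controls were vehicle for no effect and no enzyme for full effect; nearly all actives have a fitted effect of over 35% in size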
# Pol kappa inh – qHTS for Inhibitors of Polymerase Kappa. DNA polymerase kappa (Homo sapiens), Q9UBT6. purified Pol kappa, fluorescent DNA synthesis assay, 10 min. Potency, µM (highest dose often 107 µM), for inactives: top-dose activity, negative = inhibition, most hits filed as inhibitors. actives 0.53% (n = 400,000); note: % is set by controls: 0 for no effect and ±100 for the full control effect
#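 Readout: fluorescence, taken kinetically at 0 and 10 min. Conditions: 10 nM Pol kappa, 15 min RT compound preincubation, 50 nM substrate final. Controls: enzyme-free buffer wells.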
# * marks the source's active call; other numbers are inactive results; ? = inconclusive; / = no result given; [ ] = remark or other dose. Calls come from the whole dose curve; as a rule, active = well fitted curve in the direction sought with a large enough effect; inconclusive = small, poorly fitted or top-dose-only effect, or another doubt; inactive = no such curve, though single readings can be large; an effect the other way counts as inactive or inconclusive. Potency is the fitted concentration of half-maximal effect.
no.	structure	Pol beta inh	BAZ2B inh	POLH inh	APE1 inh	JMJD2A Tudor	POLI inh	G9a block	BLM inh	Pol kappa inh
1	CC(NC(=O)c1ccc2nc(Cc3ccccc3)oc2c1)c1ccccc1 (stereo not given)	-7.0%	-0.6%	-18.4%	/	-2.2%	24.4%	5.9%[59 µM]	-1.4%	-4.3%[60.1 µM]
2	Nc1cc(-c2ccc(Br)cc2)[nH]n1	3.8%	-13.8%	-9.5%	-7.5%	?	-6.4%	?	-8.1%	-4.0%
3	CCCNC(=O)c1ccc(N(Cc2ccccc2)S(C)(=O)=O)cc1	0.4%	1.7%	-6.3%	0.6%	-8.5%	5.8%	6.1%[59 µM]	-3.0%	-13.0%
4	CCOc1ccc(CCNC(=O)c2ccc(C)c(N3CCCC3=O)c2)cc1OCC	3.9%	-28.2%	-16.7%	-0.1%	-20.7%	17.1%	15.8%	1.2%	-3.0%
5	O=C(OCC(=O)N1CCCC1)c1c(Cl)ccc(Cl)c1Cl	23.9%	4.3%	2.0%	24.3%	-14.7%	44.5%[activator]	15.5%	-3.2%	-10.2%
6	CCOc1ccc(-n2nc3c(=O)n(CCN4CCCCC4)nc(C)c3c2C)cc1	22.1%	2.6%	-9.0%	16.1%	-4.5%	1.3%	-15.4%	-11.5%	-8.6%
7	CN(C)c1ccc(C(CNC(=O)COc2ccc(Cl)cc2)N2CCOCC2)cc1 (stereo not given)	-7.4%	-33.7%	-22.7%	/	-12.3%	18.3%	?	-2.9%	-2.2%[60.1 µM]
8	C=CCC(C=C)[N+]1(CC(=O)OC)CCCCC1 (stereo not given)	-1.0%	/	3.7%	6.3%	-4.9%	-10.7%	?	0.3%	-9.8%
9	Cc1cccc(CSc2nncc(=O)[nH]2)c1	7.4%	36.5%[activator]	-12.8%	0.9%	11.6%[11.4 µM]	-2.0%	24.8%[59 µM]	4.3%	-8.0%
10	CCOc1ncccc1C(=O)Nc1ccc(OC)c(S(=O)(=O)N2CCCCC2)c1	-21.9%	0.0%	-20.5%	0.6%	3.9%	147.9%[activator]	6.4%	-12.5%	-10.6%
11	CCOC(=O)c1ccc(N2C(=O)c3n[nH]c(C)c3C2c2ccco2)cc1 (stereo not given)	15.4%	?	-14.5%	-8.0%	-6.2%	-1.3%	-42.2%	-10.1%	-0.6%
12	C/C(=N\Nc1ccccc1)c1c(O)cc(C)oc1=O	25.3%	-12.6%	-10.7%	11.5%	-11.9%	-12.5%	2.51µM*	-1.5%	2.5%
13	CNC(=S)N(C)/N=C1/C(=O)N(Cc2c(Cl)cccc2Cl)c2ccccc21	/	25.1µM*	-5.7%	-7.7%	5.01µM*	10.5%	-19.7%[12.7 µM]	/	4.0%
14	Cc1cccc(NC(=S)N(c2ccccc2)C(C)C)c1C	-2.8%[57.1 µM]	41.7%[activator]	-22.5%	1.5%	-12.1%[57.1 µM]	17.2%	-8.8%	-8.5%	-0.6%
15	O=C(CSC(=S)N1CCOCC1)c1cc2ccccc2oc1=O	15.6%	-23.7%	-4.4%	23.7%	-29.9%	?	70.8µM*	-5.0%	-31.9%
16	COc1cc(Br)c(CCNC(=O)Cc2ccccc2)cc1OC	?	5.5%	-16.9%	1.3%	-3.3%	-13.7%	-10.5%[59 µM]	4.4%	-2.8%
17	C=CCn1c(COc2cccc3ccc(C)nc23)nnc1SCC(=O)O	40.6%	1.6%	6.0%	13.9%	28.2µM*	1.4%	-36.1%[59 µM]	-1.4%	-14.4%
18	CSCCC1NC2(C(=O)Nc3c(C)cc(Cl)cc32)[C@@H]2C(=O)N(C3CCCC3)C(=O)[C@H]12 (stereo not given in full)	?	?	?	-5.4%	-33.8%	-22.9%	?	-10.8%	-21.1%
19	O=C(CN1C(=O)CC(c2ccco2)Sc2ccccc21)NCc1ccc2c(c1)OCO2 (stereo not given)	?	?	-9.9%	?	?	?	?	-11.5%	-13.3%
20	Cc1cc(O)cc2c1C(=O)/C(=C/c1ccco1)O2	?	?	-32.8%	13.0%	?	?	?	2.2%	?
21	C=CCNC(=O)CSc1n[nH]c(-c2cc(Cl)ccc2OC)n1	25.3%	-12.4%	-9.7%	0.4%	-9.7%	-20.3%	0.7%	0.5%	-7.6%
22	Cc1c(Cl)cccc1NC(=S)N1CCC(C(N)=O)(N2CCCCC2)CC1	35.5%	-6.8%	-14.5%	27.3%	-6.2%	19.6%	-9.7%	0.2%	1.9%
23	O=C(O)CCC(=O)Nc1sc2c(c1C(=O)Nc1cccc3ccccc13)CCCCC2	-7.2%	?	-3.7%	1.8%	?	?	22.4µM*	-3.1%	-1.0%
24	O=C(c1ccco1)N1CCN(C(=O)N2CCOCC2)CC1	2.1%	-31.6%	-2.7%	-0.1%	-5.6%	20.8%	?	0.8%	-6.5%
25	CCOc1ccccc1NC(=O)NC1CC2CCCC(C1)N2Cc1nnnn1CCc1ccccc1 (stereo not given)	-11.1%	-8.2%	4.8%	-2.0%	-17.5%	?	-27.1%[12.7 µM]	-4.6%	-2.8%
26	Cc1nn(-c2ccccc2)c(C)c1C(=O)NCc1ccc(F)cc1	61.2%	-6.1%	-10.3%	15.7%	4.3%	-8.2%	17.1%[59 µM]	1.8%	-14.2%
27	CCOc1ccc(CCNC(=O)COC(=O)c2cccnc2Cl)cc1OCC	/	5.7%	-11.0%	0.6%	5.1%	-6.2%	?	/	-6.0%
28	CN(C)S(=O)(=O)c1ccc(C(=O)NCc2ccccc2)cc1	-2.8%	/	5.5%	-1.4%	3.1%	8.1%	-5.0%[59 µM]	-2.5%	-0.9%
29	O=C(O)CSC1CC(=O)N(c2cccc(Cl)c2)C1=O (stereo not given)	21.0%	17.0%	9.1%	-7.8%	-25.7%	-1.0%	-14.9%[59 µM]	3.7%	-15.4%
30	CCOC(=O)c1sc(N=NC2=C(O)CC(C)(C)CC2=O)c(C(=O)OCC)c1C	-9.7%	-21.9%	-20.3%	4.7%	-16.5%	105.6%[activator]	3.2%	-2.4%	-4.7%
31	CCN(CC)C(=O)c1cccc(NC(=O)C2CCN(C(=O)c3cccs3)CC2)c1	/	/	-9.8%	20.0%	-2.1%	-10.3%	/	/	-5.2%
32	COc1ccc(C(=O)OCC(=O)N2CCN(S(=O)(=O)c3ccc(C)cc3)CC2)cc1[N+](=O)[O-]	/	/	-11.0%	/	-21.5%	0.6%	/	/	-5.2%
33	COc1ccc(CN2CCN(C(=O)Cn3ncn4cccc4c3=O)CC2)c(OC)c1OC	25.7%	-7.4%	-7.7%	32.7%	-0.7%	23.0%	27.6%	2.0%	8.3%
34	CCOc1cc(CNCc2ccncc2)cc(Br)c1OCc1ccc(F)cc1	9.0%	-34.7%	-23.5%	?	-27.5%	-1.5%	?	-4.8%	-10.7%
35	CCOC(=O)Cn1c(CN2CCc3ccccc3C2)nc2c1c(=O)n(C)c(=O)n2C	10.6%	4.1%	-13.0%	-0.1%	-26.5%	110.7%[activator]	39.8µM*	-7.4%	-11.4%
36	CCCCC(=O)Nc1nnc(-c2ccco2)o1	5.4%	79.4µM*	-0.5%	19.5%	10µM*	122.0%[activator]	-15.0%	-5.2%	-9.6%
37	CCOC(=O)c1ccc(N=c2sc(C(=O)OC)cc(=O)n2C2CC2)cc1	19.6%	2.3%	-2.8%	-3.7%	3.6%	-0.4%	-30.1%[12.7 µM]	0.0%	-2.6%
38	OC1(c2ccc(Br)cc2)CCN(Cc2cccc(Br)c2)CC1	0.4%	-29.4%	-20.1%	9.6%	-6.1%	-1.1%	?	-3.8%	-4.2%
39	CSCC[C@H](NC(=O)NCCc1ccc(F)cc1)C(=O)O	-1.3%	6.1%	2.9%	-8.1%	-0.4%	10.9%	2.2%	1.8%	-3.7%
40	O=C(NN1CCOCC1)NC12CC3CC(CC(C3)C1)C2	24.6%	-0.3%	8.3%	17.5%	2.4%	89.3%[activator]	/	-5.1%	-13.3%

# An excerpt from above, limited to JMJD2A Tudor, G9a block and Pol beta inh:
cpd | mol | JMJD2A Tudor | G9a block | Pol beta inh
31 | CCN(CC)C(=O)c1cccc(NC(=O)C2CCN(C(=O)c3cccs3)CC2)c1 | -2.1% | / | /
32 | COc1ccc(C(=O)OCC(=O)N2CCN(S(=O)(=O)c3ccc(C)cc3)CC2)cc1[N+](=O)[O-] | -21.5% | / | /
33 | COc1ccc(CN2CCN(C(=O)Cn3ncn4cccc4c3=O)CC2)c(OC)c1OC | -0.7% | 27.6% | 25.7%

# New compounds follow
no.	structure	Pol beta inh	BAZ2B inh	POLH inh	APE1 inh	JMJD2A Tudor	POLI inh	G9a block	BLM inh	Pol kappa inh
41	COc1ccc(NC(=O)CN(C)C(=O)CCSc2ccc(F)cc2)cc1	/	-18.7%	-10.6%	13.6%	-9.7%	-19.1%	-24.2%	/	-4.0%
42	Cc1ccc2c(CC(=O)Nc3nnc(C(C)C)s3)coc2c1C	2.1%	0.0%	0.4%	/	-0.7%	-4.3%	-2.0%[59 µM]	1.5%	12.5%
43	C=CCNc1ccc(F)c(F)c1N1CCCCCC1=O	-1.1%	1.4%	2.9%	0.0%	-8.3%	11.8%	7.2%[59 µM]	-1.9%	2.6%
44	CC(C)(C)NC(=O)C(c1ccncc1)N(Cc1cccs1)C(=O)Cn1nnc(-c2ccc(F)cc2)n1 (stereo not given)	0.2%	2.9%	?	7.9%	-22.6%	35.7%[activator]	3.8%[59 µM]	-22.1%	-8.6%

# Records above printed as active in BAZ2B inh.
nr | Compound | BAZ2B inh | POLH inh | APE1 inh | JMJD2A Tudor | POLI inh | G9a block | BLM inh | Pol kappa inh
13 | CNC(=S)N(C)/N=C1/C(=O)N(Cc2c(Cl)cccc2Cl)c2ccccc21 | 25.1µM* | -5.7% | -7.7% | 5.01µM* | 10.5% | -19.7%[12.7 µM] | / | 4.0%
36 | CCCCC(=O)Nc1nnc(-c2ccco2)o1 | 79.4µM* | -0.5% | 19.5% | 10µM* | 122.0%[activator] | -15.0% | -5.2% | -9.6%

# Screens: PubChem, National Center for Advancing Translational Sciences (NCATS)

# This is a subset, so the mix of outcomes need not match the whole.
